Assay outcomes: PubChem, National Center for Advancing Translational Sciences (NCATS)
15-hLO-2 inh = qHTS Assay for Inhibitors of 15-hLO-2 (15-human lipoxygenase 2); Polyunsaturated fatty acid lipoxygenase ALOX15B (Homo sapiens), O15296; purified 15hLO-2, xylenol orange hydroperoxide absorbance; Potency, µM (series often up to 57.1 µM), for inactives: at the highest dose activity change, negative = inhibition, usual class: inhibitors; 110,000 compounds, 0.56% hits; AID 881, 2007; further: potency means the concentration at half of the fitted maximal effect; nearly all actives have a fitted effect of over 60% in size; many of its hits are not listed in these tables
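Screening format was qHTS against 50 nM purified 15hLO-2 in Hepes pH 7.5 with detergent. Activity follows hydroperoxide formation from 45 uM arachidonic acid, measured as 573:405 nm absorbance ratio of the ferric-xylenol orange complex.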
PNC inhibitor = High Content Assay for Compounds that inhibit the Assembly of the Perinucleolar Compartment | PC3M PTB-GFP, PNC prevalence imaging, 16 h; active compounds read low | activity change (PNC), negative = inhibition, % at 10 µM | 140,000 compounds, 3.1% hits;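 active means readout at or below -70, meaning at least 70% loss of cells showing the perinucleolar compartment, a nuclear body marking cancer cells; inconclusive means readout between -30 and a set limit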;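 further: plate controls were DMSO wells for no effect and camptothecin positive control wells for full effect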
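PC3M cells stably expressing PTB-GFP, 750–1000 cells/well, treated 16 h at 37 °C with compound (23 nl of library stock), in duplicate. After paraformaldehyde fixation and Hoechst stain, imaged at 20x; PNC prevalence scored by image analysis.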
12-hLO inh = qHTS Assay for Inhibitors of 12-hLO (12-human lipoxygenase). AID 1452, 2008. purified 12-hLO, xylenol orange hydroperoxide absorbance. 150,000 compounds, 0.12% hits. Potency, µM (doses to about 57.1 µM), inactives show at the highest dose activity change, negative = inhibition, most hits filed as inhibitors; further: potency means the concentration at half of the fitted maximal effect; nearly all actives have a fitted effect of over 55% in size; many of its hits are not listed in these tables
Target sequence (P18054 whole entry, looked up): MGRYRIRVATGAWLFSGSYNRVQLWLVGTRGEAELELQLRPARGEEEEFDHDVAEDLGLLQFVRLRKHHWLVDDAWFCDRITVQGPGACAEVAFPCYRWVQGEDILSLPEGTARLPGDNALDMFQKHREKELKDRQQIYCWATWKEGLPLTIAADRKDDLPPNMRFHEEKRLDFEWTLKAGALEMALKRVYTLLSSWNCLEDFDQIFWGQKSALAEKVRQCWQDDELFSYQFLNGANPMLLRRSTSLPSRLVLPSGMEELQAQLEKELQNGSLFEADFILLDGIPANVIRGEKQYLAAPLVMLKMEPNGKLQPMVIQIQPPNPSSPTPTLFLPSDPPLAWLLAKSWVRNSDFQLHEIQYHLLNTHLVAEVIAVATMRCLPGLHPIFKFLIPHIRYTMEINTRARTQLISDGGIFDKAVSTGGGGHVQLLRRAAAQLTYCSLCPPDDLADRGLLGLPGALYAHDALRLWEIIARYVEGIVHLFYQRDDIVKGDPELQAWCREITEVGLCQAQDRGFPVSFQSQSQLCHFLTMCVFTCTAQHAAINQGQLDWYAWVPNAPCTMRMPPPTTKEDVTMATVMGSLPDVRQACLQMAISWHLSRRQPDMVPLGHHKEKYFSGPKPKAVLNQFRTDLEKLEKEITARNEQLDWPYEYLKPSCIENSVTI
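Purified human 12hLO (150 nM), preincubated 15 min with compound, then 40 uM arachidonic acid for 30 min, room temperature, Hepes pH 7.0 with 0.01% Triton X-100. Hydroperoxide detected by ferrous iron/xylenol orange; 573/405 nm absorbance ratio gives reaction progress.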
IMPase cell inh = qHTS Assay for Identifying the Cell-Membrane Permeable IMPase Inhibitors; Inositol monophosphatase 1 (Rattus norvegicus), P97697; CHO-M1 cells, IP1 accumulation, HTRF TR-FRET ratio; inhibition (IP1 accumulation), % at 46.1 µM; 120,000 tested, under 10 active; AID 901, 2007; active means well fitted curve in the direction sought with a large enough effect in the signal ratio, not every such curve was filed as active; inconclusive means small, poorly fitted or top-dose-only effect, or a change in a side signal; inactive means no such curve, though single readings can be large or run the other way; the % refers to the signal ratio;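 further: cells stimulated with carbachol in lithium chloride buffer; plate controls were DMSO basal wells for no effect and reference inhibitor wells for full effect; higher means more IMPase inhibition seen as more IP1 and lower FRET ratio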
Target sequence (P97697 whole entry, looked up): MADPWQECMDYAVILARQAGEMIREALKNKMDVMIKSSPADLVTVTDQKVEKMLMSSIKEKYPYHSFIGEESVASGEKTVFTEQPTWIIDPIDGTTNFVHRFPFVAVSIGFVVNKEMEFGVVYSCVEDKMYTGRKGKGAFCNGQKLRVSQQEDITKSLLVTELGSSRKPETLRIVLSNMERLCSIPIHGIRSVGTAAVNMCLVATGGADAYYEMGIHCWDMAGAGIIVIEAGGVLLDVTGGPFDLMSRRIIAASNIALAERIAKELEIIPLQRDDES
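CHO-M1, 2000 cells/well, cultured 16–30 h; cpd up to 46 uM; carbachol (50 uM solution, stimulation buffer w/ 50 mM LiCl, pH 7.4), 30 min 37C; IP-One TR-FRET, 10 min RT; Ex 320/Em 665, 620; Hill-fit AC50.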
An asterisk follows results filed as active; u = inconclusive; x = no result given; & = joins results of further samples; [ ] = another dose, or the depositor's remark. Unless noted, the call rests on the fitted dose curve; in most records, active means well fitted curve in the direction sought with a large enough effect; inconclusive means small, poorly fitted or top-dose-only effect, or another doubt; inactive means no such curve, though single readings can be large; an effect the other way counts as inactive or inconclusive. Unless noted, on the % scale 0 is the no-effect control and ±100 the full control effect. Some of the compounds tested; rates above refer to the full screens.

15-hLO-2 inh	PNC inhibitor	12-hLO inh	IMPase cell inh	smiles
9%	14	2%	-4	O=C(CCN1CCc2ccccc2C1)Nc1ccccc1
x	40	-3%	3	Cc1cccc2sc(N(CCN(C)C)C(=O)/C=C/c3cccs3)nc12
7%	1	7%	-1	COc1ccc(-n2ncc3c(N4CCN(c5cc(C)ccc5C)CC4)ncnc32)cc1
x	14	-7%	5	COc1ccccc1NC(=S)NNC(=S)Nc1ccc(OC(F)F)cc1
0%	5	-14%	0	COc1ccc(S(=O)(=O)N2CCCN(CC(=O)Nc3ccc(OC)c(Cl)c3)CC2)cc1
-8%	-8	-5%	2	COC(=O)c1ccc(Cn2cc(Cl)cn2)cc1
10%	u	-1%	6	CCC(c1nnnn1Cc1ccc2c(c1)OCO2)N1CCN(c2ccccc2)CC1 (stereo not drawn)
-1%	28	5%	4	O=C(Nc1ccc2nc(-c3ccco3)[nH]c2c1)c1ccco1
14%	23	-1%&-7%	x	COC(=O)[C@@H]1C[C@H]1[C@@H](NC(=O)c1ccccc1)c1ccccc1
-5%	17	-2%	-4	O=S(=O)(c1ccccc1)N1CCCC1c1nc2ccccc2s1 (stereo not drawn)
x	54	2%	-1	O=C(COC(=O)Cc1ccccc1[N+](=O)[O-])NCc1ccc(F)cc1
-8%	u	-1%	-1	CC(C)CC(=O)Nc1ccccc1N1CCOCC1
-15%	x	-5%	x	CC(C)=CCC1=C(O)c2ccccc2C(=O)C1=O
-6%	-8	-2%	3	O=C(O)C(Cc1ccccc1)n1cnnn1 (stereo not drawn)
17%	11	2%	-4	CCCc1nc2ccccc2c(C(=O)OCc2nnc(-c3cc(OC)c(OC)c(OC)c3)o2)c1CC
x	16	-4%	x	O=[N+]([O-])c1ccc2[nH]nc(-c3ccccc3)c2c1

An excerpt from above in order of count of non-hydrogen atoms, smallest number first.
15-hLO-2 inh	PNC inhibitor	12-hLO inh	IMPase cell inh	smiles
-6%	-8	-2%	3	O=C(O)C(Cc1ccccc1)n1cnnn1 (stereo not drawn)
-8%	u	-1%	-1	CC(C)CC(=O)Nc1ccccc1N1CCOCC1
14%	23	-1%&-7%	x	COC(=O)[C@@H]1C[C@H]1[C@@H](NC(=O)c1ccccc1)c1ccccc1
17%	11	2%	-4	CCCc1nc2ccccc2c(C(=O)OCc2nnc(-c3cc(OC)c(OC)c(OC)c3)o2)c1CC

Back to the main list, repeating the 2 entries before the break.
15-hLO-2 inh	PNC inhibitor	12-hLO inh	IMPase cell inh	smiles
17%	11	2%	-4	CCCc1nc2ccccc2c(C(=O)OCc2nnc(-c3cc(OC)c(OC)c(OC)c3)o2)c1CC
x	16	-4%	x	O=[N+]([O-])c1ccc2[nH]nc(-c3ccccc3)c2c1
x	9	0%	x	NCCCC[C@@H]1NC(=O)c2cc([N+](=O)[O-])cc(F)c2NCCCC[C@@H](C(N)=O)NC(=O)CNC1=O
9%	21	0%	4	O=C(CCS(=O)(=O)c1ccccc1)Nc1nccs1
5%	-26	-8%	6	CC(=O)Nc1ccc(NC(=O)CN2CCCC(C)C2)c(Cl)c1 (stereo not drawn)
x	u	u	u	Cc1ccc(S(=O)(=O)Nc2ccc(NC(=O)Nc3cccc(C(F)(F)F)c3)cc2)cc1
x	54	-7%	x	O=C(O)CSc1nc2c(cnn2-c2ccccc2)c(=O)n1-c1ccc(Br)cc1
-16%	39	-6%	2	CC1(C)Cn2c(nnc2-c2cccc(O)c2)S1
x	-28	-7%	u	CCS(=O)(=O)N1CCN(S(=O)(=O)c2ccc(F)cc2)CC1
x	u	-2%	x	COc1ccc(CCNC(=O)CCc2ccc(S(=O)(=O)NC(C)C)cc2)cc1OC
x	-89*	1%	x	CCOC(=O)N1CCN(C(=O)c2cccc(NS(=O)(=O)c3ccc(F)c(F)c3)c2)CC1
-2%	29	-5%	-16	COCCCNC(=O)Cn1nnc(-c2ccc(NC(=O)c3ccccc3OC)cc2)n1
u	u	-19%	4	O=C1Nc2ccccc2SC(c2ccccc2)C1O (stereo not drawn)
-5%	u	0%	0	Cc1ccc(S(=O)(=O)N2CCOCC2)cc1C(=O)NCc1ccc(F)cc1
-14%	19	-4%	5	CCOC(=O)C1CCCN(Cc2ccccc2Cl)C1 (stereo not drawn)
-3%	6	-7%	-8	O=C(Nc1ccccc1)c1ccccc1OCC(O)CN1C(=O)c2ccccc2S1(=O)=O (stereo not drawn)
7%	31	0%	-6	CC(C)(C)NC(=O)NC(=O)COC(=O)C1=COCCO1
x	121	-2%	1	CC(=O)Nc1c(C(=O)N2CCCCCC2)cnn1-c1ccccc1Cl
0%	-19	0%	2	CCNc1nc(N2CCOCC2)nc(N(c2ccccc2)c2ccccc2)n1
x	40	1%	4	CCCNC(=O)Cn1c(=O)cnc2ccccc21
10%[11.4 µM]	x	5%[11.4 µM]	x	NCCNC[C@H](O)CO
x	48	-1%	x	Cc1ccccc1C(=O)NC(=S)Nc1ccc(Cc2ccncc2)cc1
-4%	35	0%	-5	COc1ccc(-c2ccc(OC)cc2C(=O)O)cc1
2%	2	-3%	6	Cn1ncc(N=Cc2ccccc2O)c1C(=O)N1CCOCC1
0%	-20	8%	6	C=CCn1cnc2c(c1=O)c1nc3ccccc3nc1n2-c1ccccc1
5%	15	-2%	14	Cc1ccc(Cn2ccc(NC(=O)c3cc(-c4cccc(Cl)c4)on3)n2)cc1
-6%	u	-4%	4	CCCCCCOc1ccc(N2C(=O)CC(N3CCC(C(=O)OCC)CC3)C2=O)cc1 (stereo not drawn)
x	248	-3%	-2	O=c1c2cnn(-c3ccccc3)c2ncn1Cc1ccccc1
14%	-12	0%	9	N#Cc1nc(COc2ccc(F)cc2)oc1N1CCN(Cc2ccccc2)CC1
x	u	3%	-24	CCOC(=O)CNC(=O)CSc1nnc(Cn2c(=O)sc3ccccc32)n1C
2%	36	-3%	-4	COc1ccc(OC)c(NC(=O)CSc2nnc(CNc3ccc(F)cc3)o2)c1
x	27	2%	-4	CS(=O)(=O)Nc1ccccc1C(=O)Nc1ccccc1Cl
-10%	u	1%	-11	O=C(O)CCN1C(=O)C(=C2CCCCCC2)SC1=S
3%	-2	-2%	-3	Cc1ccc(-c2nnc(N3CCOCC3)c3ccccc23)cc1S(=O)(=O)NCC1CCCO1 (stereo not drawn)
-4%	u	-4%	-3	COc1ccc(-c2nc3ccccc3c(=O)n2CCCN2CCOCC2)cc1
-13%	18	-7%	-2	COc1cc(NC(=O)c2ccco2)c(OC)cc1NC(=O)CCC(=O)Nc1cc(C)ccc1C
-5%	u	-1%	5	O=C(O)C1C2C=CC(C2)C1C(=O)NCCc1ccncc1 (stereo not drawn)
0%	-6	-4%	9	O=C(CN1C(=O)C2C3C=CC(C3)C2C1=O)N1CC(=O)N(CCc2ccccc2)C(=O)C1 (stereo not drawn)
-8%	-20	-3%	-10	COc1ccc(-n2c(SCC(=O)Nc3ccc4c(c3)OCO4)nc3ccccc3c2=O)cc1
12%	x	0%	x	COc1ccc(C(=O)N2CCC[C@@]3(CCN(Cc4cc(C(F)(F)F)cc(C(F)(F)F)c4)C3)C2)cc1
-12%	-9	-3%	-6	CCc1nnc(NC(=O)CSc2nnc(Cc3ccccc3)n2Cc2ccccc2)s1
x	u	3%	x	COc1cc(Cl)nn(-c2ccccc2)c1=O
x	-25	-12%	7	Cc1ccc(OCCCCNC(C)(C)C)c([N+](=O)[O-])c1
3%	38	0%	-5	CC(O)c1cccc(NC2=CC(=O)CC(C)(C)C2)c1 (stereo not drawn)
x	u	-3%	x	CCCNC(=O)Cn1c(=O)/c(=C\c2ccc(-c3ccc([N+](=O)[O-])cc3)o2)s/c1=C\C(=O)C(C)(C)C
x	-17	5%	13	N#Cc1ccccc1Sc1ccccc1C(=O)Nc1ccc2ccccc2c1
-14%	u	-5%	1	O=C(CSc1ncn[nH]1)c1ccc2c(c1)OCCO2
x	-15	0%	x	COc1cc2nc(COc3ccccc3[N+](=O)[O-])oc(=O)c2cc1OC
8%	6	2%	-13	Cc1ccc(OCC(=O)n2cnnc2N)c(C)c1
22%	-18	-8%	-10	CC1(C)CC(NC(=O)COc2ccc3ccccc3c2)CC(C)(C)N1
x	-8	3%	6[0.0738 µM]	O=C(COc1ccc(F)cc1)N1CCC(c2ccccc2)C1 (stereo not drawn)
11%[2.29 µM]	-6	-2%	2	C=Cn1nc(C)c2ccccc2c1=O
-2%	0	-2%	-10	CCCC(C)C(=O)Nc1ccc(Cl)cn1 (stereo not drawn)
7%	21	0%	2	Cc1cc(C)nc(-n2nc(C)cc2NC(=O)c2ccc3c(c2)OCO3)n1
0%	u	-4%	3	COc1ccccc1C(c1nnnn1Cc1ccccc1)N1CCN(c2nc3ccccc3s2)CC1 (stereo not drawn)
-5%	-6	-3%	-2	N#CC(Nc1ccccc1)c1ccccc1OCc1ccccc1 (stereo not drawn)
x	15	0%	x	Cc1nc(NC(=O)c2ccccc2[N+](=O)[O-])sc1C(=O)N(C)C
x	-100*	-1%	-3	CC(C)C(c1nnnn1Cc1ccc2c(c1)OCO2)N1CCN(C)CC1 (stereo not drawn)

The results go on.
15-hLO-2 inh	PNC inhibitor	12-hLO inh	IMPase cell inh	smiles
x	29	-3%	x	CCCOC(=O)C1=C(C)NC2=C(C(=O)CC(C)(C)C2)C1c1cccnc1 (stereo not drawn)
-1%	u	-1%	-7	COc1cccc(C(C(=O)NC(C)(C)C)N(C(=O)CCC(=O)Nc2cc(C)on2)C(C)C)c1OC (stereo not drawn)
8%	-3	11%	8	CCC(C(=O)O/N=C(\N)c1cccc(C)c1)c1ccccc1 (stereo not drawn)
-4%	0	-1%	-11	Cc1ccc(C2CC(=O)c3cnc(N4CC(C)CC(C)C4)nc3C2)cc1 (stereo not drawn)
x	u	-2%	9	CC1CN(C(=O)COC(=O)c2ccc(N)c([N+](=O)[O-])c2)CC(C)O1 (stereo not drawn)
13%	u	-4%	1	Cc1ccc(S(=O)(=O)Nc2ccccc2F)cc1C(=O)NCCCN1CCCC1=O
-10%	8	-2%	6	Cc1cc(C(C)(C)C)oc1C(=O)N(CC(=O)NC1CCCC1)c1c(C)cccc1C
3%[11.4 µM]	-12	-4%	-6[1.84 µM]	Cc1cc(C(C)(C)C)oc1C(=O)N(CC(=O)NC1CCCC1)Cc1ccccc1Cl
1%	93	8%	2	Cc1ccccc1S(=O)(=O)Oc1ccccc1C(=O)Oc1ccccc1
-14%	11	-5%	5	Cc1cc(N/C=C\C(=O)c2ccc(Cl)c(Cl)c2)no1
-5%	15	-4%	14	O=S(=O)(c1ccccc1)c1cnn(-c2ccccc2)c1-c1ccc(F)cc1
-4%[11.4 µM]	x	1%[11.4 µM]	x	CC[C@@H](Nc1ncnc2nc[nH]c12)C(=O)O
-22%	x	-19%	x	CCc1cccc2nc3c(c([Si](CC)(CC)CC)c12)Cn1c-3cccc1=O
-1%	28	-8%	1	Cc1onc(-c2ccccc2Cl)c1C(=O)NCCCN1CCOCC1
-5%	u	-3%	-1	O=C(NNC(=O)c1ccc([N+](=O)[O-])o1)c1ccccc1
x	8	1%	2	COc1ccc(Cl)cc1C(=O)Nn1c(C)nc2ccccc2c1=O
u	18	u	-7	Cc1cc(C)c2nc(N3CCCN(C(=O)c4ccco4)CC3)c(C#N)cc2c1
-7%	2	4%	5	O=C(CCC(=O)c1ccccc1)Nc1cccnc1
x	44	-4%	x	C/C(=N\NC(=O)Cn1c(C)nc2ccccc21)c1cccs1
